LGR2 antag: inhibitors of bursicon-induced Drosophila LGR2 receptor cAMP signaling | HEK293 LGR2, CRE-luciferase, bursicon-stimulated, 4 h | inhibition, % at 9.99 µM | actives 0.35% (n = 380,000);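 active = drop in luminescence signal, shown as inhibition above about 50% in the replicate tests, limit read from the data, passing the limit was not always enough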;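 note: agonist challenge used bursicon conditioned medium at about half maximal strength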
SIRT5 block: blocks human SIRT5 desuccinylation of peptide; AID 652115; Purified SirT5, succinyl-peptide AMC, trypsin-coupled fluorescence; Q9NXA8; actives 1.1% (n = 330,000); inhibition, % at 15 µM; in the data active = inhibition above about 15%
Target sequence (Q9NXA8 whole entry, looked up): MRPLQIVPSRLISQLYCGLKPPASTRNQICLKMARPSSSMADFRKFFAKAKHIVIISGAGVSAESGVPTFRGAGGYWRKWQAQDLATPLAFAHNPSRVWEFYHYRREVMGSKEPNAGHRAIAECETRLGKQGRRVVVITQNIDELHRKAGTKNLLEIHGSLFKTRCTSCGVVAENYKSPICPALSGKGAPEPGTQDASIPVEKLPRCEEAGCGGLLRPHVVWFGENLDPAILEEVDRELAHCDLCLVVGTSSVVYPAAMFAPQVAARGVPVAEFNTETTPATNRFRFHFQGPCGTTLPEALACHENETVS
S100A4 MyoIIA: S100A4-myosin IIA interaction inhibition. inhibition, % at 10.7 µM. actives 0.14% (n = 360,000). S100A4/TAMRA-MyoIIA peptide fluorescence polarization. AID 652163;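 active = mean inhibition of at least 70% across replicates, with every replicate also reaching that level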
Target sequence (P26447 whole entry, looked up): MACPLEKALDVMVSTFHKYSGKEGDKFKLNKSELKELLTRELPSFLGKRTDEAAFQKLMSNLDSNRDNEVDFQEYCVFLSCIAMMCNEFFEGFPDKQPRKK
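System – human S100A4 monomer protein, biochemical binding assay · Buffer or medium – Calcium-containing HEPES buffer, pH 7.2 · Timing – 5 min between mix addition and reading · Also added – TAMRA-labelled myosin IIA heavy-chain peptide probe, 5 nM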
CASP6 VEID inh: blocks human caspase-6 cleavage activity; P55212; purified caspase-6, Z-VEID-R110 cleavage fluorescence; inhibition, % at 12.5 µM; actives 0.53% (n = 350,000); AID 686996;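 active = mean inhibition across replicates at least about 35%, with every replicate also reaching that limit, limit read from the data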;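 note: 0% = median of neutral control wells and 100% = no fluorescence left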
Target sequence (P55212 24-179 limits assumed): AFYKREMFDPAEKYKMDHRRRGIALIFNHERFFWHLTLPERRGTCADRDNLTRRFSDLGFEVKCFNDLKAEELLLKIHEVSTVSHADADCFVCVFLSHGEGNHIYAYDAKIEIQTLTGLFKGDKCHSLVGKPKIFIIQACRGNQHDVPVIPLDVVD
Target sequence (P55212 194-293 limits assumed): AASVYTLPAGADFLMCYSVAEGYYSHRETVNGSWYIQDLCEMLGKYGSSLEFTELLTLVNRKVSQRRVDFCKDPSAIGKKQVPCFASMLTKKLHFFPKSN
FN deposition inh: fibronectin deposition inhibition; AH1F fibroblasts, Alexa488-fibronectin deposition fluorescence, overnight; inhibition, % at 12.6 µM; actives 0.086% (n = 350,000); AID 743247;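 active = mean inhibition across replicates of 30% or more, regardless of how many single replicates reach that level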;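 note: positive control wells lacked labelled fibronectin entirely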
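Assay system: AH1F fibroblasts assembling fluorescent fibronectin matrix; Amount: 10000 AH1F cells per well; Buffer or medium: DMEM, 2% serum; Probe or stimulus: Alexa488-fibronectin, 24 nM final in well; Doses: single compound dose, delivered by pin transfer; Incubation: 1 h adhesion, overnight exposure; Measured by: fluorescence 485/525 nm; Read-out: fibronectin deposition inhibition.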
esBAF inh: inhibitors of esBAF chromatin remodeling in mouse ES cells | actives 2% (n = 350,000) | Bmi1-luciferase knock-in reporter, 24 h; 100% = twice the neutral-well signal | reporter increase, % at 12.5 µM | AID 602393; in the data active = activation above about 40%;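 note: 0% = median of the plate's neutral control wells and 100% = double that signal; a rise in the Bmi1 reporter signal indicates esBAF inhibition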
C2C12 statin: suppressors of simvastatin-induced myotoxicity in C2C12 myotubes | ATP luminescence, 48 h; scaled: DMSO 0, geranylgeraniol control 100 | rescue of ATP level, % at 7.49 µM | actives 0.78% (n = 330,000);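 active = mean ATP rescue above about 67%, or every replicate alone reaching that limit, limit read from the data, passing the limit was not always enough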;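 note: myotubes were challenged with 10 µM simvastatin during compound exposure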
* hit, by the source's call; x = not tested or not shown.

Second line of a record: LGR2 antag	SIRT5 block	S100A4 MyoIIA	CASP6 VEID inh	FN deposition inh	esBAF inh	C2C12 statin
> COc1ccccc1NC(=O)N1CCCCN2[C@H](CO)[C@H](c3ccc(-c4ccc(C)cc4)cc3)[C@@H]2C1
→ 12.3	1.5	1.0	-0.7	x	-6.3	15.1
> Cc1nc(=O)c(-c2ccccc2)c(C)n1-c1ccc(Br)cc1
→ 4.3	-2.1	-0.4	-2.7	-4.9	x	x
> Cc1cc(C)c(NC(=O)C2C(=O)Nc3ccccc3C(=O)N2C(C)(C)C)c(C)c1 (stereo not given)
→ -21.3	1.2	14.5	-0.5	x	x	x
> O=C(C[C@@H]1C[C@H]2c3cc(NC(=O)NC4CCCC4)ccc3O[C@H]2[C@H](CO)O1)NC1CCCC1
→ -1.9	-1.6	9.6	-0.4	-12.5	4.3	4.1
> COC(CNc1ccc([N+](=O)[O-])c(NCC(OC)OC)c1C#N)OC
→ -4.9	-4.7	-9.9	-0.5	1.0	x	x
> Clc1ccc(-c2nnc(-c3ccco3)o2)cc1
→ x	x	x	x	-6.8	59.6*	26.8
> CCOc1ccccc1NC(=O)COC(=O)CN1C(=O)NC(C)(C)C1=O
→ -1.5	-0.3	1.2	-1.0	8.3	-7.7	-0.9
> O=C(O)c1ccc(Cn2cc(/C=C\[N+](=O)[O-])c3ccccc32)o1
→ 8.5	5.1	-10.8	37.7*	-6.2	-5.7	-3.4
> CC(C)C[C@H]1CN([C@@H](Cc2ccccc2)CN2CCCC2CN2C(=S)NC[C@@H]2Cc2ccccc2)C(=S)N1CC1CCCCC1 (stereo not given in full)
→ -0.3	-2.7	0.4	1.3	-2.7	x	x
> Cc1cccc(C(=O)OCC(=O)Nc2sccc2C(N)=O)c1C
→ 4.0	x	0.6	1.5	-0.9	1.9	-1.4
> CN(C)c1ccc(/C=N\NC(=O)CC#N)cc1
→ -55.6	-2.6	5.4	-6.5	-0.2	5.7	-4.7
> O=C(CCN1CCCCC1)N[C@@H]1CC[C@H](CCNS(=O)(=O)c2ccccc2)O[C@@H]1CO
→ 8.5	2.7	7.7	-1.1	x	1.0	-10.2
> O=c1c2ccccc2[nH]c2ccc(O)cc12
→ -6.0	-1.0	-0.7	38.0*	8.1	12.0	-17.4
> COc1ccc(NC(=O)Nc2cccc3c2O[C@@H](CN(C)C(=O)Nc2ccccc2)[C@@H](C)CN([C@H](C)CO)C3=O)cc1
→ 32.2	-1.3	-0.8	-0.3	x	x	x
> COc1ccc(C(=O)N2C[C@@H]3[C@H](c4ccccc42)[C@H](CO)N3Cc2ccccc2Cl)cc1
→ 7.2	1.6	8.2	2.7	-8.5	-7.6	3.4
> COc1ccc(-c2ccc(-c3cc(=O)oc4cc(OC)c(OC)c(OC)c34)cc2)cc1
→ 9.2	-2.8	47.6	3.3	9.1	0.5	-2.9
> CNC(=S)N1CCN(c2ccccn2)CC1
→ -11.7	-0.3	3.1	1.3	3.3	3.4	-5.7
> Cn1nccc1C(=O)N1CCN(c2cccc(C(F)(F)F)c2)CC1
→ 9.5	-2.5	-2.3	-1.7	x	3.5	1.0
> CCN(C(=O)CN1C(=O)NC2(CCc3ccccc32)C1=O)C1CCCCC1 (stereo not given)
→ 13.3	-2.8	1.1	0.4	6.7	x	20.3
> O=C(NNC(=O)c1cc(S(=O)(=O)N2CCOCC2)ccc1Cl)c1ccc(F)cc1
→ 0.9	-1.3	0.8	-0.9	-1.2	4.0	3.0
> Cc1ccc(S(=O)(=O)N2CCC(C(=O)OCC(=O)N3CC(=O)Nc4ccccc43)CC2)cc1
→ x	x	x	x	-15.9	-1.0	-1.2
> COc1ccccc1N1Cc2ccccc2C1
→ x	x	x	x	4.4	-7.6	8.3
> N/C(=N\OC(=O)CCCOc1ccccc1)c1ccc([N+](=O)[O-])cc1
→ 6.7	-0.2	2.7	-1.0	-14.6	x	x
> COc1ccc(-c2noc(CSc3ccccc3)n2)cc1OC
→ x	x	x	x	0.7	52.2*	-8.2
> COc1ccc(-c2cc(C(=O)Nc3c(Cl)cc(Cl)cc3Cl)c3ccccc3n2)cc1OC
→ 4.7	0.7	3.1	1.9	3.5	x	x
> COc1cc(F)ccc1-c1csc(C(O)(c2ccccc2)C(F)(F)F)n1 (stereo not given)
→ 0.0	0.8	-1.6	2.3	-8.5	-2.7	6.0
> COc1ccc(NC(=O)c2ccc(NC(=O)c3cccs3)cc2)cc1
→ -2.1	-3.3	5.7	-0.8	1.3	x	x
> CCCCNC(=S)N(CCN(C)C)Cc1cc2cc3c(cc2[nH]c1=O)OCCO3
→ 10.8	x	-0.8	0.3	5.9	-4.5	-3.1
> COc1cc(OC)nc(Oc2ccccc2C(=O)Oc2ccccc2Cl)n1
→ -7.2	8.1	1.5	1.9	x	-7.3	10.8
> CC1CCN(C(=O)c2[nH]cnc2C(=O)N[C@@H](C)c2ccccc2)CC1
→ -9.8	-2.7	-1.4	0.3	10.3	-0.6	12.8
> O=C(NC1CCN(S(=O)(=O)c2ccc(F)cc2)CC1)c1ccco1
→ 17.9	1.6	-0.7	-0.6	1.4	3.8	-0.1
> Cc1ccc(S(=O)(=O)N2CCN(C(=O)N3CCOCC3)CC2)cc1C
→ 3.2	-1.3	1.1	-3.7	-0.1	-5.8	6.7
> C[C@H]1CN([C@@H](C)CO)C(=O)c2cc(NC(=O)C3CC3)ccc2O[C@H]1CN(C)Cc1ccc(Oc2ccccc2)cc1
→ 1.6	7.4	-3.7	4.7	x	0.0	-11.6
> Cc1nn(C(=O)c2cccnc2)c(C)c1Sc1ccccc1
→ x	3.7	-1.2	1.1	9.4	x	x
> C/C=C/c1ccc([C@H]2[C@@H](C#N)N(C(=O)c3cccnc3)[C@H]2CO)cc1
→ -16.1	-0.1	-10.0	3.2	-0.9	-2.8	-10.6
> CCOc1ccc(CCNC(=O)CCNC(=O)c2ccco2)cc1OCC
→ 16.9	1.3	-0.1	-1.8	5.1	2.7	0.9
> COc1ccc(C#Cc2ccc3c(c2)[C@H]2[C@H](CCN2Cc2ccncc2)[C@@H](CO)N3)cc1
→ 2.4	6.6	-0.1	-0.3	-4.0	x	x
> CCOC(=O)C1=C(C)NC(=O)NC1C1CC=CCC1 (stereo not given)
→ x	x	x	x	9.2	-3.4	17.1
> COC(=O)c1ccc(CN2CCCC(CCC(=O)NCc3ccc(C)o3)C2)cc1 (stereo not given)
→ 19.7	-1.6	-8.5	-0.6	-3.9	1.3	4.4
> N/C(=N\OC(=O)c1cccs1)c1ccc(Cl)cc1
→ -21.8	-2.5	-2.6	1.1	6.8	13.7	14.6
> CN1C(=O)c2cc(NC(=O)C3CCC3)ccc2OC[C@H]2O[C@@H](CC(=O)NCC3CCCCC3)CC[C@@H]21
→ -0.4	0.8	1.9	-1.8	-0.9	x	x
> Cn1cc(C(=O)NCc2ccc(Cl)cc2)c(=O)c2cc(S(=O)(=O)N3CCOCC3)ccc21
→ 14.8	-4.4	-2.9	0.2	3.0	-2.8	0.9
> COc1ccc(C(C)(NC(C)=O)c2nc(-c3cc(F)cc(F)c3)cs2)cc1 (stereo not given)
→ -6.1	-0.1	-1.2	0.5	-8.3	-2.9	-2.6
> Cc1cccn2c(=O)c(C=NCc3ccccc3)c(NCCO)nc12
→ -3.3	-2.3	0.3	1.0	x	-3.6	15.1
> Cc1ccc(Cl)cc1NS(=O)(=O)c1ccc(-n2cccn2)cc1
→ 6.0	-1.6	-9.7	0.8	1.5	-7.8	2.0
> C=CCn1c(C)c(C(C)=O)c(SC)nc1=S
→ x	x	x	x	5.0	3.9	6.6
> COc1ccccc1NC(=O)C1=C(C)Nc2nc(-c3cccs3)nn2C1c1cccc(O)c1 (stereo not given)
→ x	x	x	x	1.9	4.4	6.9
> Cc1ccccc1/C(N)=N/OC(=O)/C=C/c1ccccc1
→ x	x	x	x	4.8	38.3	-4.5
> Cc1ccc(NC(=O)C2(C)CCN2Cc2ccc(OC(C)C)cc2)cc1 (stereo not given)
→ 0.8	x	9.2	8.7	x	-7.1	-6.6
> CCOC(=O)c1ccc(N2CCN(C(C)=O)CC2)c(NC(=O)c2cccnc2)c1
→ 10.8	2.1	-18.8	0.1	6.4	-45.4	6.3
> COCC(=O)Nc1ccc2c(c1)C(=O)N(C)[C@H]1CC[C@H](CC(=O)NCc3cccc(F)c3)O[C@@H]1CO2
→ -3.5	2.0	10.2	-0.4	-18.1	x	x
> Cc1ccc(C)c(N2N=C(C(=O)Nc3cccnc3)CCC2=O)c1
→ -4.0	0.8	-4.8	4.5	-5.4	-3.0	-0.7
> O=C(COC(=O)c1cc([N+](=O)[O-])ccc1N1CCOCC1)Nc1ncc(Cl)cc1Cl
→ 2.3	0.8	-11.8	5.5	5.3	-5.1	-5.9
> Cc1cccc(C(=O)N[C@H](C(=O)Nc2nc(C)cs2)C(C)C)c1
→ 1.7	-5.3	12.3	1.0	3.9	2.2	0.3
> CC1(C)CC(=O)N(Cc2ccccc2)C(=O)C1
→ 3.0	-16.6	-3.6	-0.9	1.4	x	x
> CC(C)NC(=O)C(c1ccc(F)cc1)N(C(=O)CCC(=O)Nc1ccccn1)c1ccccc1F (stereo not given)
→ -2.4	-1.3	26.6	-1.4	0.1	4.5	-36.5
> O=C(COC(=O)C12CC3CC(CC(C3)C1)C2)Nc1nccs1
→ 9.9	-2.7	-3.3	-1.5	7.4	2.9	1.0
> CCOC(=O)c1sc(NC(=S)NC(=O)C2CC2)cc1C
→ -29.0	-2.2	-7.1	-1.0	-1.3	x	x
> CCOc1cc(NC(=S)NCc2ccco2)c(OCC)cc1NC(=O)c1ccco1
→ -8.7	-0.2	-4.9	1.5	-2.7	-8.1	-32.3
> CC(C)C(CC(=O)N1CCCCC1)C1CCOC(C)(C)C1 (stereo not given)
→ x	x	x	x	3.7	-10.0	-11.4
> CCc1cccc2c(C(=O)COC(=O)c3ccc(O)cc3)c[nH]c12
→ -14.7	-4.7	-8.5	-1.5	11.6	48.9*	-5.6
> Cc1noc(C)c1NC(=O)Nc1ccc2c(c1)C(=O)N([C@@H](C)CO)C[C@H](C)[C@H](CN(C)C)OCCCC[C@@H](C)O2
→ 3.1	-2.3	-24.1	0.8	x	1.1	-14.9
> Cc1cc(C)cc(NC(=S)NC(=O)CCN2C(=O)c3ccccc3C2=O)c1
→ x	x	x	x	-1.2	-0.7	-3.8

Rewritten with each value named: entries from further up
Cc1cccc(C(=O)N[C@H](C(=O)Nc2nc(C)cs2)C(C)C)c1
  LGR2 antag: 1.7 | SIRT5 block: -5.3 | S100A4 MyoIIA: 12.3 | CASP6 VEID inh: 1.0 | FN deposition inh: 3.9 | esBAF inh: 2.2 | C2C12 statin: 0.3
CC1(C)CC(=O)N(Cc2ccccc2)C(=O)C1
  LGR2 antag: 3.0 | SIRT5 block: -16.6 | S100A4 MyoIIA: -3.6 | CASP6 VEID inh: -0.9 | FN deposition inh: 1.4 | esBAF inh: x | C2C12 statin: x
CC(C)NC(=O)C(c1ccc(F)cc1)N(C(=O)CCC(=O)Nc1ccccn1)c1ccccc1F (stereo not given)
  LGR2 antag: -2.4 | SIRT5 block: -1.3 | S100A4 MyoIIA: 26.6 | CASP6 VEID inh: -1.4 | FN deposition inh: 0.1 | esBAF inh: 4.5 | C2C12 statin: -36.5

Screening results from PubChem BioAssay.

Not all compounds are listed, so the mix of outcomes need not match the whole.
